Screening results deposited in PubChem BioAssay by National Center for Advancing Translational Sciences (NCATS).
AT treatment: potential ataxia-telangiectasia treatment; […] A-T fibroblasts, KAP-1 phosphorylation AlphaLISA; neocarzinostatin DNA damage 30 min before lysis; Potency, µM (top dose mostly 57.5 µM), for the others: top-dose activation, most hits filed as activators; 320,000 compounds, 0.19% hits; also: potency is read from the fitted curve at half-maximal effect; % of control where 0% means no effect; nearly all actives have a fitted effect of over 45% in size
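hTERT-immortalized A-T patient fibroblasts ([…]), 500 cells/well in OPTI-MEM, 1% FBS, got compounds for 60 min, then NCS for 30 min at 37C. Lysates were then assayed for phospho-KAP-1 by AlphaLISA (anti-pKAP1 donor, anti-KAP1 acceptor beads), 6 hr at 25C.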
TRPV1 agonist: activates the human vanilloid receptor TRPV1 | TRPV1-expressing cells, Fluo-8 calcium influx, agonist mode | 320,000 compounds, 0.19% hits | activation, % at 8.33 µM | AID 540275; in the data active = activation above about 80%; inconclusive = between about 30% and that limit; also: 0% is about no effect
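Fluo-8 calcium influx in TRPV1-expressing cells, kinetic read (ex 480/em 520 nm). Compound added and read 3 min for agonist activity, followed by capsaicin at EC20 final and 2 min further read for enhancement.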
a7 integrin act: integrin-mediated muscular dystrophy alleviation activation. alpha7betagal myoblasts, beta-gal FDG fluorescence, 48 h. Potency, µM (highest dose often 38.3 µM), for the others: at the highest dose activation, actives largely listed as activators. 350,000 compounds, 0.064% hits. AID 624291;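 also: potency is read from the fitted curve at half-maximal effect; 100% = response of the positive control SU9516; nearly all actives have a fitted effect of over 60% in size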
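Alpha7betagal+/- myoblasts (passage 13) were plated 16-24 hr, then exposed to compounds (1:260 dilution of DMSO stock) for 48 hours at 37C. After MPER lysis, β-galactosidase reporter activity was read as FDG fluorescence (ex 480/em 540) after 30 minutes.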
hERG WT inh: KCNH2 (human, wildtype) channel inhibition | Q12809 | U2OS, BacMam KCNH2, thallium flux FluxOr; stronger effect = lower value | activity change, % at 1.84 µM | 340,000 compounds, 0.37% hits;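 active = maximum activity change below -70%; inconclusive = maximum activity change between -70% and -50%; inactive = maximum activity change above -50%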; also: % is scaled to controls: 0 for no effect and ±100 for the full control effect
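U2OS cells transduced with wild-type KCNH2 virus are loaded with FluxOr dye for 45 min, and thallium flux is measured in kinetic reads before and after stimulation buffer. Rate constants are normalized to DMSO controls.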
MBNL1-CUG inh: MBNL1-poly(CUG) RNA binding inhibition. TR-FRET MBNL1-His/biotin-(CUG)12 binding, 665/545 ratio. AID 2675. Q9NR56. Potency, µM (highest dose often 57.5 µM), without a hit: top-dose activity change, negative = inhibition, usual class: inhibitors. 280,000 compounds, 0.036% hits; active = well fitted inhibition curve with a large enough effect in the signal ratio, with a control signal flat, not every such curve was filed as active; inconclusive = small, poorly fitted or top-dose-only effect, or effect the other way, or a change in a side signal; inactive = no such curve, though single readings can be large or run the other way; the % refers to the signal ratio; also: potency is read from the fitted curve at half-maximal effect; % is scaled to controls: 0 for no effect and ±100 for the full control effect
Target sequence (Q9NR56 whole entry, looked up): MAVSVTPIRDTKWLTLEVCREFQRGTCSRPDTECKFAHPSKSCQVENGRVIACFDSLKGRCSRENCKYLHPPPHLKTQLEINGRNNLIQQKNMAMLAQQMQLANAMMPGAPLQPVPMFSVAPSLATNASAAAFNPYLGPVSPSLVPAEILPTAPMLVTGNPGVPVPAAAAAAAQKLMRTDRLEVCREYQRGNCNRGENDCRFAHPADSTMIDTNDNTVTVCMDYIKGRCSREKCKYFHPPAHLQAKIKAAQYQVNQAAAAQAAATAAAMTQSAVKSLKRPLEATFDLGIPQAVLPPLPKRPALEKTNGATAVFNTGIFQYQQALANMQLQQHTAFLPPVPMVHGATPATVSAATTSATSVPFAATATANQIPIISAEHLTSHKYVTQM
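His-tagged MBNL1 binding to biotinylated (CUG)12 RNA was measured by TR-FRET using terbium anti-His antibody (0.055 ng/ul final) and streptavidin-XL665 (5 nM final). Compounds were titrated 92 nM to 58 uM; 60 min at room temperature.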
GALK inhibitor: blocks human galactokinase activity. P51570. AID 1868. Purified GALK, Kinase-Glo residual ATP luminescence. 270,000 compounds, 0.007% hits. Potency, µM (highest dose often 57.5 µM), inactives show at the highest dose activity change, negative = inhibition, hits mostly inhibitors; also: potency is read from the fitted curve at half-maximal effect; % is scaled to controls: 0 for no effect and ±100 for the full control effect
Target sequence (P51570 whole entry, looked up): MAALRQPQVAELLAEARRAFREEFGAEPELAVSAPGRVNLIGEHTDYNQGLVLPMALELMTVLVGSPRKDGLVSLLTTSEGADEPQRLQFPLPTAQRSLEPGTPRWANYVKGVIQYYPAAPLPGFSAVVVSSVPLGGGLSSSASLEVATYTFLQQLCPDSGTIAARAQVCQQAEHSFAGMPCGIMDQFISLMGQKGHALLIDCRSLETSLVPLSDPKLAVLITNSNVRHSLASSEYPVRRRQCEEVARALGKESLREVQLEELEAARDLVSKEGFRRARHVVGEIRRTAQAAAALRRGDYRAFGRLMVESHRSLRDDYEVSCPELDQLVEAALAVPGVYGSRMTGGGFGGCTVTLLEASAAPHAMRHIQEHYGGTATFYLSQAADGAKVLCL
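Luminescence from leftover ATP (Ultra-Glo luciferase/luciferin) served as read-out after a 1 h room-temperature reaction of 5 nM GALK with 35 uM ATP and 100 uM galactose.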
FBPA coupling cs: counter-screen for Giardia aldolase inhibitors: coupling enzyme system; AID 2472; coupling enzyme system counterscreen, AmpLite Red fluorescence; activity change, negative = inhibition, % at 58.2 µM, hits read low; 290,000 compounds, 0.67% hits; in the data active = activity change below about -30%; also: % is scaled to controls: 0 for no effect and ±100 for the full control effect
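Coupling enzymes only (glyceraldehyde-3-phosphate) + compound, at 57.5 uM final, 10 min RT; add substrate/coupling/AmpLite Red mix, 20 min RT; fluorescence ex 525/em 598 nm. Actives flag coupling-system interference.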
KCNH2 3.1 inh: inhibitors of human KCNH2 3.1 potassium channel isoform | AID 720553 | activity change, % (tested at about 1.8 µM) | U2OS KCNH2 3.1, thallium flux FluxOr; stronger effect = lower value | 340,000 compounds, 0.95% hits;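 active = maximum activity change below -70%; inconclusive = maximum activity change from -70% to -50%; inactive = maximum activity change above -50%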;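 also: thallium influx rate constant from kinetic fluorescence after stimulation buffer; % is scaled to controls: 0 for no effect and ±100 for the full control effect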
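Virally transduced U2OS (3.1 isoform, 4 h infection in dark at RT) → overnight 37 C → FluxOr + Red40 in HBSS/HEPES, 45 min → stimulation buffer, 2 min kinetic read → rate constant vs DMSO controls.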
MLL CXXC-DNA inh: MLL CXXC-DNA interaction inhibition; AID 2662; 290,000 compounds, 0.037% hits; MLL-CXXC / FITC-HOXA9 DNA fluorescence polarization; Q03164; Potency, µM (series often up to 115 µM), for inactives: top-dose activity change, negative = inhibition, actives largely listed as inhibitors; active = well fitted inhibition curve with a large enough effect in the polarisation, with a control signal flat, not every such curve was filed as active; inconclusive = small, poorly fitted or top-dose-only effect, or effect the other way, or a change in a side signal; inactive = no such curve, though single readings can be large or run the other way; the % refers to the polarisation; also: potency is read from the fitted curve at half-maximal effect
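Steps: dispense CXXC domain solution (7 uM) → pin compounds or unlabeled HOX-A9 DNA control → 5 min ambient → add FLSN-HOX-A9 solution (50 nM) → spin → 30 min ambient → fluorescence polarization. Tris pH 7.5/NaCl/DTT/BSA buffer.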
ASM inhibitor: blocks human secretory acid sphingomyelinase. placental ASM, HMU-PC fluorogenic substrate, 60 min. Potency, µM (highest dose often 57.5 µM), for inactives: at the top dose activity change, negative = inhibition, usual class: inhibitors. P17405. 340,000 compounds, 0.006% hits; also: potency is read from the fitted curve at half-maximal effect
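Fluorogenic HMU-PC substrate (9 uM final) is turned over by placental ASM in 60 min at 37 C after a 10 min compound preincubation. Reaction ended by alkaline stop (pH 10), with fluorescence read at 386/447 nm.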
* hit, by the source's call; u = inconclusive; x = no result given; [ ] = remark or other dose. Unless noted, calls follow the shape of the dose curve; as a rule, active = well fitted curve in the direction sought with a large enough effect; inconclusive = small, poorly fitted or top-dose-only effect, or another doubt; inactive = no such curve, though single readings can be large; an effect the other way counts as inactive or inconclusive.

The opening 4 entries as a preview:
SMILES | AT treatment | TRPV1 agonist | a7 integrin act | hERG WT inh | MBNL1-CUG inh | GALK inhibitor | FBPA coupling cs | KCNH2 3.1 inh | MLL CXXC-DNA inh | ASM inhibitor
CCOC(=O)[C@@H](C)N(C(=O)OC(C)(C)C)S(=O)(=O)N(Cc1ccccc1)[C@H](C(=O)OC)C(C)C | x | x | -22% | -4 | x | x | x | -8 | x | 3%
O=C(O)c1ccccc1NCc1ccco1 | 3% | -4 | -2% | 6 | -5% | -3% | -2 | -6 | u | 12%
CC/C(=N\NC(=O)c1nnn(-c2nonc2N)c1-c1cccs1)c1ccccc1 | 1% | 11 | -4% | -13 | 0% | 7% | -1 | 9 | 10% | -1%
Cc1c(Cc2ccccc2)c(=O)oc2cc(OCC(=O)NCc3ccccn3)ccc12 | 6% | 11 | 0% | -1 | 8% | 6% | -9 | 1 | -6% | 3%

All compounds of this part, repeating the preview:
SMILES | AT treatment | TRPV1 agonist | a7 integrin act | hERG WT inh | MBNL1-CUG inh | GALK inhibitor | FBPA coupling cs | KCNH2 3.1 inh | MLL CXXC-DNA inh | ASM inhibitor
CCOC(=O)[C@@H](C)N(C(=O)OC(C)(C)C)S(=O)(=O)N(Cc1ccccc1)[C@H](C(=O)OC)C(C)C | x | x | -22% | -4 | x | x | x | -8 | x | 3%
O=C(O)c1ccccc1NCc1ccco1 | 3% | -4 | -2% | 6 | -5% | -3% | -2 | -6 | u | 12%
CC/C(=N\NC(=O)c1nnn(-c2nonc2N)c1-c1cccs1)c1ccccc1 | 1% | 11 | -4% | -13 | 0% | 7% | -1 | 9 | 10% | -1%
Cc1c(Cc2ccccc2)c(=O)oc2cc(OCC(=O)NCc3ccccn3)ccc12 | 6% | 11 | 0% | -1 | 8% | 6% | -9 | 1 | -6% | 3%
Cn1cnnc1SCc1ccc(C#N)cc1 | 9% | -3 | 3% | 1 | 9% | 6% | 1 | -13 | -1% | 4%
O=C(Cc1c(Cl)cccc1Cl)OCC(=O)N1CCc2ccccc2C1 | 1% | 19 | 11% | 6 | 1% | -3% | 1 | 17 | 8% | 4%
Cc1ccc(S(=O)(=O)Nc2c(C)nc3nc(C)[nH]n3c2=O)c(C)c1 | -3% | -3 | -12% | -7 | -7% | -2% | 2 | 7 | -7% | 6%
O=C1C2CC=C(Cl)CC2C(=O)N1c1ncn[nH]1 (configuration not stated) | -6% | 1 | 7% | -2 | -1% | 1% | 4 | 3 | -6% | -3%
COc1ccc(OC)c(-n2c(CN3CCC(C(N)=O)CC3)nc3ccccc3c2=O)c1 | x | -1 | 13%[7.66 µM] | 6 | -7% | 2% | -11 | 14 | 4% | 0%
Cc1ccc(NC(=O)CCS(=O)(=O)c2cccc3nonc23)c(Cl)c1 | -3% | 6 | -8% | -5 | u | 1% | 1 | -3 | 6% | -21%
CCN(CC)CCNC(=O)Cn1cnc2sc(C)c(S(=O)(=O)N3CC(C)CC(C)C3)c2c1=O (configuration not stated) | -1% | 1 | -7% | -4 | -2% | 0% | 2 | -1 | -4% | 3%
CCCC(=O)OCCn1c(Br)nc2c1c(=O)[nH]c(=O)n2C | x | 2 | 8% | -13 | -9% | -2% | 2 | 11 | -15% | -1%

Sorted by the number under MBNL1-CUG inh (rising): some entries from above
canonical_smiles | MBNL1-CUG inh
Cc1ccc(S(=O)(=O)Nc2c(C)nc3nc(C)[nH]n3c2=O)c(C)c1 | -7%
O=C(O)c1ccccc1NCc1ccco1 | -5%
CCN(CC)CCNC(=O)Cn1cnc2sc(C)c(S(=O)(=O)N3CC(C)CC(C)C3)c2c1=O (configuration not stated) | -2%
Cc1c(Cc2ccccc2)c(=O)oc2cc(OCC(=O)NCc3ccccn3)ccc12 | 8%

The list continues.
SMILES | AT treatment | TRPV1 agonist | a7 integrin act | hERG WT inh | MBNL1-CUG inh | GALK inhibitor | FBPA coupling cs | KCNH2 3.1 inh | MLL CXXC-DNA inh | ASM inhibitor
CCOc1ncccc1C(=O)OC(C)C(=O)Nc1ccc(N2CCOCC2)cc1 (configuration not stated) | 0% | x | -21% | 0 | x | x | x | 9 | x | -2%
CCCCCC#CCN1CCN(C23CC4CC(CC(C4)C2)C3)CC1 | 5% | -2 | -46%[inhibitor] | 25 | x | x | x | -3 | x | 5%
CSc1ccccc1NC(=S)NCc1ccc(Cl)cc1 | 23% | 12 | -21% | -1 | -8% | -7% | 3 | -7 | 10% | -3%
COc1ccc(S(=O)(=O)NC(C)C(=O)N2CCCC2)cc1Cl (configuration not stated) | -1% | 3 | 6% | 0 | -1% | 0% | 4 | -3 | -9% | 0%
O=C(NCc1ccncc1)C(=O)NCC(c1ccccc1)c1ccccc1 | 5% | u | x | x | -16% | 1% | -6 | x | 9% | x
C/C(=N\NC(=O)c1cccc(N/N=C(\C)c2ccco2)c1)c1ccco1 | -4% | 1 | 5% | -6 | x | 0% | -1 | -26 | 0% | -6%
COc1cc(-c2nc(C(=O)NC3CCN(Cc4ccccc4)CC3)cc3c2[nH]c2ccccc23)cc(OC)c1OC | -14% | 2 | -47%[inhibitor] | -21 | 8% | x | -3 | -14 | 5% | 45%[activator]
O=C(Nc1nn[nH]n1)c1ccc(S(=O)(=O)N2CCCCC2)cc1 | -4% | 2 | 18% | x | x | -1% | 10 | -34 | 5% | 6%
Cc1ccc(CNC(=O)CNC(=O)[C@@H]2Cc3ccccc3CN2)cc1 | 7% | 1 | -2% | -5 | -3% | 6% | 0 | 0 | -6% | 3%
CC(C)(C)c1cc(NCc2ccccn2)n2ncc(-c3ccccc3)c2n1 | 29% | u | -37% | -3 | 2% | -1% | -6 | 4 | 7% | 32%[activator]
O=C(CN1C(=O)NC2(CCCC2)C1=O)Nc1ccccc1 | 3% | -2 | -28% | -7 | -4% | 0% | 0 | -5 | 19% | 5%
O=C(Nc1ccccc1Cl)OCc1cncs1 | 3% | 1 | 0% | 9 | -12% | 8% | 5 | 0 | -4% | 3%
CN(C)S(=O)(=O)c1cccc(NC(=S)NNC(=O)c2cc3ccccc3cc2O)c1 | -9% | -2 | -10% | 6 | x | x | x | -15 | x | 2%
O=C(NCC(=O)N(c1cccnc1)C(C(=O)NC1CCCC1)c1ccccc1F)c1ccco1 (configuration not stated) | 2% | -1 | -13% | -10 | -6% | -3% | 1 | -8 | 6% | 3%
CC(=O)c1c(C)nc2ccccn12 | 6% | 3 | -10% | 2 | -1% | 1% | -1 | -43 | 1% | -3%
COc1ccc(NC(=O)N2CCc3ccccc3C2)c(OC)c1 | -2% | -1 | 14% | 1 | 6% | -2% | -1 | 5 | 0% | 3%
CCc1cccc(NC(=O)Cn2cccc2)c1 | -2% | -1 | 0% | -27 | 2% | 3% | -6 | 12 | 4% | 0%
CC1=NN(C(=O)CSCc2ccccc2)C(O)(c2ccccc2)C1 (configuration not stated) | 11% | -2 | 1% | 3 | -7% | 2% | 13 | -9 | 6% | -1%
O=C(C1CCN(Cc2nc(Cc3cccc(F)c3)no2)CC1)N1CCOCC1 | 3% | 4 | 30% | -1 | 0% | 15% | 2 | 14 | 9% | -2%
COc1ccc(NC(=O)Cn2nnc(C(=O)NCc3ccc4c(c3)OCO4)c2N)c(OC)c1 | 1% | 11 | 1% | -11 | u | 11% | 6 | -2 | 6% | -1%
Cc1cccc(N2NC(=O)/C(=C/c3ccc(-c4ccc(Cl)c(C(=O)O)c4)o3)C2=O)c1 | -19% | -3 | 3% | 14 | 2% | 0% | 9 | 8 | u | -10%
COc1ccc(CCNC(=O)c2cc3c(=O)n4ccccc4nc3n(CCCN3CCOCC3)c2=N)cc1OC | 4% | -2 | -17% | -18 | u | 1% | x | -10 | 18% | 117%[activator]
CC(C)(C)[C@H]1C=C(C(=O)NC2CC2)O[C@@H](OCc2ccc(CO)cc2)C1 | -7% | 8 | -6% | -7 | 5% | 2% | -1 | 13 | -30% | 4%
CC(CN1CCCCC1)OC(=O)c1cc2ccccc2o1 (configuration not stated) | -1% | 2 | 26% | 2 | 6% | 0% | 1 | 10 | 12% | 0%
COc1ccc(NC(=O)NNC(=O)c2ccc3ccccc3c2O)cc1OC | -43% | -8 | -7% | 5 | 7% | -8% | x | 12 | 50%[activator] | 138%[activator]
CCOC(=O)C(=CNc1cc(Cl)c(-c2ccco2)c(Cl)c1)C(=O)OCC | 0% | 2 | 0% | -2 | -5% | 5% | -4 | -36 | 1% | 3%
COc1cc(/C=C2\SC(=S)N(NC(C)=O)C2=O)ccc1OC(=O)c1ccco1 | 10% | x | -1% | 13 | x | x | x | -15 | x | u
